# Screening data (PubChem)
# Luminol counter – quenches luminol chemiluminescence in Nox1 counter-screen. HRP/luminol/H2O2 chemiluminescence counterscreen. inhibition, % at 6.7 µM. hit rate 0.4% among 16,000. AID 1823; also: reference of the scale not given here
# NOTCH agonist – activates NOTCH signaling in reporter cells | hit rate 0.4% among 15,000 | activation, % at 2.5 µM | NOTCH signaling luciferase reporter cells, luminescence | AID 434982; in the data active = activation above about 2.2%
# TLR4 MyD88 blk – TLR4-MyD88 interaction inhibition. inhibition, % at 10 µM. AID 811. Cell-based TLR4-MyD88 binding inhibition assay. hit rate 0.06% among 16,000; in the data active = inhibition above about 45%
# rat GALR2 ag – activates the rat galanin receptor 2; O08726; cell-based GALR2 agonist screen; activation, % at 10 µM; hit rate 0.5% among 16,000; in the data active = activation above about 15%
# Target sequence (O08726 whole entry, looked up): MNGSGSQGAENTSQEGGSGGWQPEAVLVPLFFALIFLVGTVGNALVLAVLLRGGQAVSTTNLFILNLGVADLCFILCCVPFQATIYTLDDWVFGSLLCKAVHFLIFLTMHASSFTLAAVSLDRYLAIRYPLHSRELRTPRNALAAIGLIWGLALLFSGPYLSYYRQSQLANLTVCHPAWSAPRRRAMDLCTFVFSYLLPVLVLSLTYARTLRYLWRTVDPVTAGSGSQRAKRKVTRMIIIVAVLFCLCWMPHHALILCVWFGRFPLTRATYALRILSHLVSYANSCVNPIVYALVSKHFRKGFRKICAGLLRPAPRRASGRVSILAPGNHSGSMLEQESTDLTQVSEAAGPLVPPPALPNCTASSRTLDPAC
# Nox1 inh – inhibitors of human NADPH oxidase 1 (Nox1); inhibition, % at 6.7 µM; Q9Y5S8; hit rate 0.81% among 16,000; HT29 cells, luminol chemiluminescence ROS
# Target sequence (Q9Y5S8 whole entry, looked up): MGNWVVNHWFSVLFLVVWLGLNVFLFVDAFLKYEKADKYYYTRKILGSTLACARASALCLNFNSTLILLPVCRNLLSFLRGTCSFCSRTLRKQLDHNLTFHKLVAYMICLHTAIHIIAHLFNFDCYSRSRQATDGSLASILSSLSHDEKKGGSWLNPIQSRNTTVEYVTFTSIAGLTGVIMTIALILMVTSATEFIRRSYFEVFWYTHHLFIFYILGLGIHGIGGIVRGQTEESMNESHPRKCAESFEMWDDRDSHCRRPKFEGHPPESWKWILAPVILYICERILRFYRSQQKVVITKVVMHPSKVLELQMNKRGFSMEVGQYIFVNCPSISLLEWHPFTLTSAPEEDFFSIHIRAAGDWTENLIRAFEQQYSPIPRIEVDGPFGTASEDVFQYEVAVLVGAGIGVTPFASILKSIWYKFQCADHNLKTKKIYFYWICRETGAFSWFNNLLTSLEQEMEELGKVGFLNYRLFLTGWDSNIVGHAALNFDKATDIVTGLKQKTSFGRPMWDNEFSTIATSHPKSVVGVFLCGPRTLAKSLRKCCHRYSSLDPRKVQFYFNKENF
# KOR antag MB – OPRK1 (human) antagonism, Maybridge screen. hit rate 0.4% among 16,000. AID 652031. P41145. inhibition, % at 9 µM. OPRK1 cells, antagonist mode, fluorescence readout; in the data active = inhibition above about 50%
# PME-1 Maybridge – Maybridge compound blocking human PME-1; recombinant PME-1, FP-Rh probe fluorescence polarization; AID 2291; inhibition, % at 9 µM; hit rate 0.5% among 16,000; Q9Y570; in the data active = inhibition above about 30%
# S1P1 agonist – activates the human S1P1 receptor. P21453. S1P1 agonist cell-based reporter assay. activation, % at 4.5 µM. hit rate 1.5% among 16,000. AID 1044; in the data active = activation above about 80%
# Starred values were filed as active, the others as inactive; . = not tested or not shown. Rule as the data show it, unless noted: active = inhibition above about 75%; inactive = the rest.
1	O=c1nc(-c2ccccc2)c2ccccc2[nH]1
2	O=C1c2ccc(Cl)c3c(N4CCSCC4)ccc(c23)C(=O)N1c1ccccc1
3	CC(C)CN(CC(C)C)CN1C(=O)c2ccccc2C1=O
4	N#Cc1c(-n2ccnc2)cccc1-n1ccnc1
5	N#C/C(=C\c1ccccn1)c1ccc(NC(=O)c2ccc(Cl)cc2)cc1
6	O=C(O)c1cccc2cccc(C(=O)O)c12
7	Cc1nnsc1C(=O)N=S(C)(=O)c1ccccc1 (stereo unspecified)
8	CSc1nc(/C=N/c2nc(C)cc(C)n2)c(O)n1Cc1cccc(Cl)c1
9	COc1ccc(NC(=O)C(C(=O)Nc2ccc(OC)cc2OC)c2ccccc2)c(OC)c1
10	CCOC(=O)N1CCC(NC(=O)c2cc(C)on2)CC1
entry no.	1	2	3	4	5	6	7	8	9	10
Luminol counter	-1	-3	-8	4	-2	-3	-8	2	-5	-1
NOTCH agonist	.	-0.3	-0.9	-0.7	-0.8	-0.4	0.2	-0.1	-4.7	-0.7
TLR4 MyD88 blk	5	12	1	-6	-4	-17	-1	2	0	-6
rat GALR2 ag	-9	-3	-6	-2	-5	-13	-3	-4	-2	-7
Nox1 inh	-50	10	16	-59	-12	-11	11	-67	-17	-39
KOR antag MB	-11	58*	6	3	7	45	40	-19	-8	14
PME-1 Maybridge	2	0	5	-1	-3	24	2	6	1	1
S1P1 agonist	-3	9	13	-24	1	-9	15	103*	-8	-2

11	N/C(=N\OC(=O)c1sc2ccccc2c1Cl)c1cccc([N+](=O)[O-])c1
12	CN(C)C=Nc1ccc(Oc2cncc(Cl)c2)nc1
13	O=S(=O)(c1cc(Cl)c(Cl)cc1Cl)N1CC=CCC1
14	Cc1cc(C)c(CSC2=NCCS2)c(C)c1
15	CN(C)CC#Cc1cncc(C#N)c1
16	Cc1cc(C(=O)C(F)(F)F)c(C)n1-c1ccccc1
17	CC(C)Cc1ccc(C(C)C(=O)Nc2cccc(-c3cnco3)c2)cc1 (stereo unspecified)
18	N#CC(C(=O)C1CC1)=C1SCCCS1
19	O=C(C1=NNCC1c1ccc2c(c1)OCO2)c1ccc2ccccc2c1 (stereo unspecified)
20	Nc1ncnc(Nc2cccc([N+](=O)[O-])c2)n1
entry no.	11	12	13	14	15	16	17	18	19	20
Luminol counter	-1	-3	-3	1	2	-4	2	-8	-2	1
NOTCH agonist	0.1	-0.4	-0.3	-0.5	-0.2	-0.4	-0.6	0.2	-0.2	-0.5
TLR4 MyD88 blk	-6	15	-1	2	5	-10	10	-6	-68	4
rat GALR2 ag	-11	-6	-5	-3	-7	-5	0	-6	-8	-3
Nox1 inh	-16	-15	8	-4	-62	4	26	-4	-5	-33
KOR antag MB	-1	4	31	-17	5	4	22	-16	-10	1
PME-1 Maybridge	0	0	4	-1	0	4	-4	5	5	3
S1P1 agonist	14	15	-2	18	5	-8	19	-3	35	6

21	O=S(=O)(c1ccccc1)c1csc(S(=O)(=O)N(Cc2ccccn2)Cc2ccccn2)c1
22	NNC(=O)Cn1nnc(-c2ccccc2Oc2ccc(Cl)cc2Cl)n1
23	S=C(Nc1cccnc1)NC1CCN(Cc2ccccc2)CC1
24	COC(=O)c1cnc(NN2C(=O)C=C(C)C2=O)nc1C(F)(F)F
25	CC(C)(C)OC(=O)C(C)(C)S(=O)(=O)c1ccc(C(F)(F)F)cn1
26	CSc1nnc(C)c(=O)[nH]1
27	CSc1cc(-c2ccco2)[nH]c(=O)c1C#N
28	COC(=O)c1c(C)nn(C)c1-c1ccno1
29	CCOC(=O)c1cc(C)n(Cc2c(Cl)cccc2Cl)n1
30	CC1CCN(Cc2cc(Cl)c(O)c(Cl)c2)CC1
entry no.	21	22	23	24	25	26	27	28	29	30
Luminol counter	-3	9	-3	16	-5	-7	3	-5	1	-3
NOTCH agonist	0.2	-0.7	-0.5	-0.7	-0.7	0.1	-0.9	-0.8	-0.3	-0.3
TLR4 MyD88 blk	7	-5	5	4	-9	-2	-4	-5	0	-4
rat GALR2 ag	-3	-3	-6	-9	-5	-5	-4	-7	-3	-5
Nox1 inh	-48	-3	22	-8	15	7	-46	-7	-11	15
KOR antag MB	-14	-18	11	5	1	6	0	19	6	16
PME-1 Maybridge	1	7	8	11	5	8	-2	0	-2	4
S1P1 agonist	15	-9	11	-13	-5	1	-8	-17	-10	-13

31	CC(=O)/C=C1/N(C)c2ccccc2C1(C)C
32	C=CCN1C(=O)C(=O)c2cc(C)ccc21
33	CSc1sc(C(=O)Sc2ccc(Cl)cc2)cc1S(=O)(=O)C(C)C
34	O=C1Nc2ccccc2-c2ccccc2N1
35	O=C(NC(=O)c1ccccc1F)OCc1ccc(Cl)cc1Cl
36	CC(c1ccccc1)n1c(CCc2ccc(O)cc2)n[nH]c1=S (stereo unspecified)
37	Clc1ccc(N=Cc2ccc(-c3cccs3)s2)cc1
38	N#CC(c1c(Cl)cccc1N1CCCCC1)N1CCCCC1 (stereo unspecified)
39	O=S(=O)(Cc1ccc(Br)cc1F)c1ccccn1
40	O=C1NCCCCC1NS(=O)(=O)c1ccccc1 (stereo unspecified)
entry no.	31	32	33	34	35	36	37	38	39	40
Luminol counter	-2	-4	2	-1	3	-45	-6	-3	0	-2
NOTCH agonist	0.1	-1.0	-0.5	-1.1	.	-0.6	0.1	0.4	0.0	-0.4
TLR4 MyD88 blk	10	-8	0	-4	-8	0	3	-7	2	-5
rat GALR2 ag	-3	-7	-1	-8	-8	-5	-4	-4	-6	-7
Nox1 inh	-12	-58	-94	-13	-23	15	-16	-34	-49	-3
KOR antag MB	0	-2	37	6	7	32	12	-13	-10	10
PME-1 Maybridge	-2	3	-1	0	4	4	7	0	1	2
S1P1 agonist	-12	-22	-17	4	-11	-3	0	-1	-2	-18

41	O=C(O/N=C1/CCCc2occc21)c1ccc([N+](=O)[O-])cc1
42	COCCCNC(=S)N/N=C/c1ccc(OC)c(Br)c1
43	Cc1ccc(CNC(=S)NN(C)C)cc1
44	O=C(NNC(=O)c1cc(C(F)(F)F)cc(C(F)(F)F)c1)c1ccc(Cl)cc1
45	CN1CCOc2cc(/C=C3\C(=O)Nc4ccccc43)ccc21
46	CC(=O)Nc1c(Cl)cc(Cl)c2cccnc12
47	Cc1cc(C)c(C#N)c(Sc2ncc(C#N)c(N)n2)n1
48	COC(=O)/C=C1\SC(Cc2ccc(Cl)cc2)=NC1=O
49	Clc1ccc(CSC2=NNC(c3ccccn3)S2)cc1 (stereo unspecified)
50	Cc1noc(-c2ccccc2)c1NC(=O)Nc1ccc(-c2nc3ccccc3s2)cc1
entry no.	41	42	43	44	45	46	47	48	49	50
Luminol counter	-8	7	1	1	-1	0	-5	1	8	-6
NOTCH agonist	0.6	-0.9	-0.9	.	-0.2	-1.5	0.3	-0.2	-0.6	-0.9
TLR4 MyD88 blk	-3	-8	-1	-1	0	-1	-11	3	0	-33
rat GALR2 ag	0	-9	-4	-11	-8	-5	-6	-6	-6	1
Nox1 inh	10	29	-47	-58	-22	-89	12	-32	2	30
KOR antag MB	9	-6	-4	2	24	9	5	1	-6	-25
PME-1 Maybridge	7	1	3	-3	1	2	1	1	-4	-100
S1P1 agonist	-3	-8	-5	-8	-3	-1	1	-2	-10	-7

51	CC(=O)N(C)c1cccc(-c2ccc3nnc(C)n3n2)c1
52	COc1ccc(Br)cc1/C=N/NC(=O)CNc1ccccc1
53	Brc1ccc(C2=CSc3ccccc3N2)cc1
54	CC(=O)OC[C@H](OC(C)=O)[C@H](OC(C)=O)[C@@H](CNC(=O)c1ccc(C)c(C)c1)OC(C)=O
55	N/C(CN1CCSCC1)=N\OC(=O)c1cccs1
56	CC(C)(CC(=O)O)CC(=O)NNc1c(Cl)cncc1Cl
57	N/C(Cc1nc2ccccc2s1)=N\O
58	CCOC(=O)C1CCN(C(=O)c2sc(-c3ccccc3)nc2C)CC1
59	NNC(=O)c1csc(COc2ccc(C3SCCS3)cc2)n1
60	O=C1Nc2ccccc2/C1=C/c1ccc(N2CCOCC2)nc1
entry no.	51	52	53	54	55	56	57	58	59	60
Luminol counter	3	2	-4	-2	3	5	1	-1	1	15
NOTCH agonist	-0.2	-0.3	-0.3	0.0	-0.8	0.0	-0.5	0.3	0.2	-0.5
TLR4 MyD88 blk	-2	-7	-8	-7	5	6	-1	1	-7	-1
rat GALR2 ag	-3	-6	-8	-6	-3	-6	-1	-6	-7	-2
Nox1 inh	-30	-18	10	-3	-39	-57	7	-35	5	-35
KOR antag MB	3	1	3	-4	8	0	14	4	3	14
PME-1 Maybridge	-4	22	5	1	-4	-1	4	0	2	5
S1P1 agonist	-2	-7	-2	-2	1	2	-8	5	83*	-3

# Ordered by SMILES length (falling): part of the list above
54	CC(=O)OC[C@H](OC(C)=O)[C@H](OC(C)=O)[C@@H](CNC(=O)c1ccc(C)c(C)c1)OC(C)=O
44	O=C(NNC(=O)c1cc(C(F)(F)F)cc(C(F)(F)F)c1)c1ccc(Cl)cc1
50	Cc1noc(-c2ccccc2)c1NC(=O)Nc1ccc(-c2nc3ccccc3s2)cc1
58	CCOC(=O)C1CCN(C(=O)c2sc(-c3ccccc3)nc2C)CC1
45	CN1CCOc2cc(/C=C3\C(=O)Nc4ccccc43)ccc21
60	O=C1Nc2ccccc2/C1=C/c1ccc(N2CCOCC2)nc1
48	COC(=O)/C=C1\SC(Cc2ccc(Cl)cc2)=NC1=O
52	COc1ccc(Br)cc1/C=N/NC(=O)CNc1ccccc1
49	Clc1ccc(CSC2=NNC(c3ccccn3)S2)cc1 (stereo unspecified)
55	N/C(CN1CCSCC1)=N\OC(=O)c1cccs1
46	CC(=O)Nc1c(Cl)cc(Cl)c2cccnc12
53	Brc1ccc(C2=CSc3ccccc3N2)cc1
entry no.	54	44	50	58	45	60	48	52	49	55	46	53
Luminol counter	-2	1	-6	-1	-1	15	1	2	8	3	0	-4
NOTCH agonist	0.0	.	-0.9	0.3	-0.2	-0.5	-0.2	-0.3	-0.6	-0.8	-1.5	-0.3
TLR4 MyD88 blk	-7	-1	-33	1	0	-1	3	-7	0	5	-1	-8
rat GALR2 ag	-6	-11	1	-6	-8	-2	-6	-6	-6	-3	-5	-8
Nox1 inh	-3	-58	30	-35	-22	-35	-32	-18	2	-39	-89	10
KOR antag MB	-4	2	-25	4	24	14	1	1	-6	8	9	3
PME-1 Maybridge	1	-3	-100	0	1	5	1	22	-4	-4	2	5
S1P1 agonist	-2	-8	-7	5	-3	-3	-2	-7	-10	1	-1	-2

43	Cc1ccc(CNC(=S)NN(C)C)cc1
57	N/C(Cc1nc2ccccc2s1)=N\O
entry no.	43	57
Luminol counter	1	1
NOTCH agonist	-0.9	-0.5
TLR4 MyD88 blk	-1	-1
rat GALR2 ag	-4	-1
Nox1 inh	-47	7
KOR antag MB	-4	14
PME-1 Maybridge	3	4
S1P1 agonist	-5	-8

# Going on with the list.
61	NS(=O)(=O)c1ccc(Sc2nc3ccccc3o2)c([N+](=O)[O-])c1
62	CSc1sc(C(=O)/C(C#N)=C/Nc2ccccn2)c2c1C=CCC2
63	CC(C)(CC(=O)O)CC(=O)Nc1cc(Cl)ccc1Cl
64	Fc1ccc(Oc2ccnc3cc(Cl)ccc23)cc1
65	Cc1cc(C)c(-c2ccn(C(=O)c3cc(-c4ccccc4)oc3C)n2)[nH]1
66	O=C(c1sc2ccccc2c1Cl)N1CCN(C(=O)C2CCCO2)CC1 (stereo unspecified)
entry no.	61	62	63	64	65	66
Luminol counter	-3	2	-6	-3	3	0
NOTCH agonist	-0.4	0.4	-0.1	-0.6	-0.4	-0.2
TLR4 MyD88 blk	-18	2	-3	4	-13	-1
rat GALR2 ag	-7	-3	-5	-5	-3	-4
Nox1 inh	10	-14	19	-16	-33	-93
KOR antag MB	0	-4	5	13	10	-4
PME-1 Maybridge	2	15	3	1	4	5
S1P1 agonist	-1	11	-6	-11	-23	-10
